Bioassay records: PubChem, National Center for Advancing Translational Sciences (NCATS)
HT1080 IDH1KD tx – HT-1080 IDH1 knockdown cell toxicity (counter line); HT-1080 IDH1 knockdown viability, ATP luminescence, 48 h; Potency, µM (highest dose often 46.1 µM), for the others: at the top dose activity, negative = toxicity, most hits filed as cytotoxic; 360,000 compounds, 2% hits; AID 686971;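 further: potency means the concentration at half of the fitted maximal effect; 0% = DMSO wells and -100% = cell-free medium wells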
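Luminescent ATP read-out (CellTiter-Glo, 10 min at room temperature) after 48 h compound exposure at 37 °C gave viability of IDH1-knockdown HT-1080 cells. Activity was normalised to DMSO and cell-free wells, then fitted as concentration-response curves.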
ATXN2 expr inh – reduces ATXN2 reporter expression in HEK-293 cells | HEK-293 ATXN2-luciferase reporter, luminescence, 24 h | Potency, µM (series often up to 57 µM), for the others: at the highest dose activity change, negative = inhibition, usual class: inhibitors | 360,000 compounds, 0.72% hits; further: potency means the concentration at half of the fitted maximal effect; on the % scale 0 is the no-effect control and ±100 the full control effect; nearly all actives have a fitted effect of over 55% in size
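ATXN2-luciferase reporter cells (luciferase flanked by upstream and downstream ATXN2 gene portions) were treated 24 h at 37 °C with compounds at up to 57 uM. SteadyGlo luminescence gave expression; GF-AFC fluorescence gave viability.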
WRN helicase inh – WRN helicase (human) inhibition; 360,000 compounds, 0.46% hits; Q14191; WRN helicase unwinding, fluorescent forked duplex, kinetic; AID 651768; Potency, µM (series often up to 114 µM), for inactives: top-dose activity change, negative = inhibition, most hits filed as inhibitors; further: potency means the concentration at half of the fitted maximal effect; on the % scale 0 is the no-effect control and ±100 the full control effect; nearly all actives have a fitted effect of over 55% in size
Target sequence (Q14191 whole entry, looked up): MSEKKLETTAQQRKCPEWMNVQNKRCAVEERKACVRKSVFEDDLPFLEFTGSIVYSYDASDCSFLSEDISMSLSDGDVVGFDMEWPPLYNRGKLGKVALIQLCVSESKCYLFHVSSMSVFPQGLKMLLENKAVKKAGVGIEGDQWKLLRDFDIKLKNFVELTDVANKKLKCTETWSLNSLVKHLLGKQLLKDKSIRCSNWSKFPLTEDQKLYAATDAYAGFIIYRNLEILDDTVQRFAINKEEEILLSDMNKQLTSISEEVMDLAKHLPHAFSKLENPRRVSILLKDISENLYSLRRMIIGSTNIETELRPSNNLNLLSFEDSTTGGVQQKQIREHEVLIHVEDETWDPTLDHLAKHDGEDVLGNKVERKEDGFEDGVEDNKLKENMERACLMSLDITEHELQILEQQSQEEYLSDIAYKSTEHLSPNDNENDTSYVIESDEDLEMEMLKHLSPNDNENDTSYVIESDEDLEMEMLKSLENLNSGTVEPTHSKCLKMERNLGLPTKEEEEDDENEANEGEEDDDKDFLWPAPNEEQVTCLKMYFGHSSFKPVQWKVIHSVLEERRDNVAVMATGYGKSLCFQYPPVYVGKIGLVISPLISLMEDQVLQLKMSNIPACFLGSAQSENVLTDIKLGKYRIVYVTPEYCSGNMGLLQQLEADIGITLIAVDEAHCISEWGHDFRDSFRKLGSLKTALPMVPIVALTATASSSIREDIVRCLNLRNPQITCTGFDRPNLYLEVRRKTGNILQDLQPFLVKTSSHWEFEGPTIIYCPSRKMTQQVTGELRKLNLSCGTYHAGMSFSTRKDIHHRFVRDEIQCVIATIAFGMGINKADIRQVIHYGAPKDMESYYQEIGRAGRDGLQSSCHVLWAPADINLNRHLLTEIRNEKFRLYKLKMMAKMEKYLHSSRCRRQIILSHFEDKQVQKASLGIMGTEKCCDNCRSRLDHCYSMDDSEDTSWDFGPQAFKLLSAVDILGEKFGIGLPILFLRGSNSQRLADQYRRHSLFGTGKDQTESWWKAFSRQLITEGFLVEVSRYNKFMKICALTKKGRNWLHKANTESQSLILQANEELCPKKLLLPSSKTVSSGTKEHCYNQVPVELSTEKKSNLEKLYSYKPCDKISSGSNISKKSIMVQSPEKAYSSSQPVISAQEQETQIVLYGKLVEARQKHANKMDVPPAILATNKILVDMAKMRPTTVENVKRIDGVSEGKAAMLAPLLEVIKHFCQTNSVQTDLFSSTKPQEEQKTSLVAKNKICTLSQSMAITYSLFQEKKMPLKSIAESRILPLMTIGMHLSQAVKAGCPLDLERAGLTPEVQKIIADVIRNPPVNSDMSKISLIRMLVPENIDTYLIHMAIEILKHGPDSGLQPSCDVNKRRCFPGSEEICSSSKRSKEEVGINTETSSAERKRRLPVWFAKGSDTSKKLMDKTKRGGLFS
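Enzyme (20 nM final) and test compound sit together 15 min at room temperature before substrate addition. Substrate is a single-forked duplex oligonucleotide (100 nM) labelled with fluorophore and quencher, with 2 mM ATP; helicase unwinding raises red fluorescence, read kinetically.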
SW480 rerep – DNA re-replication induction in SW480 cells; SW480 DNA re-replication, Hoechst DNA content imaging, 48 h; 340,000 compounds, 1.8% hits; Potency, µM (series often up to 46.1 µM), for inactives: at the highest dose re-replication activation, hits mostly activators; further: potency means the concentration at half of the fitted maximal effect; % of control where 0% means no effect; nearly all actives have a fitted effect of over 55% in size
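First, 250 cells per well were seeded. Next, compound or vehicle (23 nL) was pinned in, plates sat 48 hr at 37 C. Finally Hoechst was added for 40 min before fluorescence scanning.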
KB-V1 MDR tox – kills drug-selected multidrug resistant KB-V1 cells | Potency, µM (titrated, usually from 46.1 µM), inactives show at the top dose activity change, negative = cytotoxicity, usual class: cytotoxic | KB-V1 MDR cells viability, CellTiter-Glo, 72 h | 400,000 compounds, 3.4% hits | AID 1347076; further: potency means the concentration at half of the fitted maximal effect; on the % scale 0 is the no-effect control and ±100 the full control effect; nearly all actives have a fitted effect of over 60% in size
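Cytotoxicity via CellTiter-Glo luminescence after 72 h compound exposure at 37 degrees C. Cells: drug-selected KB-V1 line, DMEM phenol-red free plus 10% FBS. Compounds tested at multiple concentrations; normalized data fitted to concentration-effect curves.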
KB-3-1 tox – kills parental KB-3-1 adenocarcinoma cells; KB-3-1 viability, CellTiter-Glo ATP luminescence, 72 h; Potency, µM (top dose mostly 46.1 µM), without a hit: top-dose activity change, negative = cytotoxic, actives largely listed as cytotoxic; 400,000 compounds, 1.4% hits; AID 1347075; further: potency means the concentration at half of the fitted maximal effect; on the % scale 0 is the no-effect control and ±100 the full control effect; nearly all actives have a fitted effect of over 60% in size
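Cells are dispensed, compounds pinned in, plates held at 37 °C for 72 h, then CellTiter-Glo is added and luminescence read after 10 minutes. Cell line: parental KB-3-1 in phenol-red-free DMEM, 10% FBS.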
MCF10A rereplic – induces DNA re-replication in MCF 10a normal breast cells. Potency, µM (highest dose often 46.1 µM), for the others: at the top dose activity, positive = re-replication, most hits filed as activators. 350,000 compounds, 2.9% hits. MCF 10A DNA re-replication, Hoechst nuclear intensity, 48 h; further: potency means the concentration at half of the fitted maximal effect; % of control where 0% means no effect; nearly all actives have a fitted effect of over 50% in size
HT1080-NT tox – kills 2HG-producing HT-1080-NT fibrosarcoma cells; HT-1080-NT fibrosarcoma viability, CellTiter-Glo ATP luminescence, 48 h; Potency, µM (highest dose often 46.1 µM), for the others: top-dose activity, negative = less viability, most hits filed as cytotoxic; 360,000 compounds, 1.6% hits; AID 686970;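 further: NT is the 2HG producing partner of a matched IDH1 knockdown line; potency means the concentration at half of the fitted maximal effect; 0% = DMSO-treated cells and -100% = media-only wells without cells; nearly all actives have a fitted effect of over 55% in size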
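750 cells/well, RPMI + 5% FBS; 2 h settle, compound pin-transfer, 48 h at 37 degrees C. CellTiter-Glo 10 min RT, luminescence. Normalized to DMSO and media-only wells.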
IL1B secr inh – inhibitors of inflammasome signaling (IL-1 beta secretion) | THP-1 LPS/ATP IL-1B secretion, AlphaLISA, 16 h; stronger effect = lower value | activity change, % at 57.5 µM | 360,000 compounds, 4.7% hits; in the data active means activity change below about -50%; inconclusive means mostly about -30% to -49%; further: on the % scale 0 is the no-effect control and ±100 the full control effect
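THP-1 cells pretreated 1 hr with compounds (up to 57.5 uM final), then stimulated with LPS (250 ng/mL final) plus ATP (1.25 mM final); secreted IL-1B measured by AlphaLISA after 16 hr, decreased signal indicating inhibition.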
An asterisk follows results filed as active; i = inactive; ? = inconclusive; nt = not tested or not shown; [ ] = another dose, or the depositor's remark. Unless noted, the call rests on the fitted dose curve; in most records, active means well fitted curve in the direction sought with a large enough effect; inconclusive means small, poorly fitted or top-dose-only effect, or another doubt; inactive means no such curve, though single readings can be large; an effect the other way counts as inactive or inconclusive.

SMILES	HT1080 IDH1KD tx	ATXN2 expr inh	WRN helicase inh	SW480 rerep	KB-V1 MDR tox	KB-3-1 tox	MCF10A rereplic	HT1080-NT tox	IL1B secr inh
COc1ccc(/C=C/CN2CCN(Cc3ccc(C)cc3)C(CCO)C2)cc1 (stereo not drawn)	6%	0%	-2%	6%	1%	0%	5%	?	-5
COc1cnc(-c2ccccn2)nc1Sc1cccc(Cl)c1	?	?	-1%	12µM*	?	-3%	21µM*	?	-8
O=C(CSc1ccccn1)N/N=C/c1cccc([N+](=O)[O-])c1	1%	-20%	2%	-5%	?	0%	-2%	11%	17
O=C(COC(=O)CN1C(=O)c2ccccc2C1=O)Nc1ncc(Cl)cc1Cl	-2%	-8%	-31%	-5%	8%	3%	-3%	1%	12
O=C(COc1ccc(NC(=O)c2ccccc2)cc1)c1ccccc1	-11%	-22%	-6%	1%	4%	?	7%	-7%	-16
Cc1ccn2c(=O)nc(SCC(=O)NCc3ccccc3)nc2c1	0%	-23%	?	1%	13%	6%	15%	4%	-3
Cc1ccc(/C=C/C(=O)N2CCCC(C)C2)cc1 (stereo not drawn)	10%	2%	1%	-42%[inhibitor]	16µM*	-4%	?	17%	4
CC1CCN(CC(C)CNC(=O)c2cc(-c3ccccn3)nc3ccccc23)CC1 (stereo not drawn)	9%	-11%	7%	-1%	4%	0%	1%	-5%	-13
O=C(CSc1nnc(CNC(=O)c2ccc(F)cc2)o1)NCc1ccc2c(c1)OCO2	4%	6%	-7%	-4%	-6%	10%	10%	-8%	i
Cc1ccc(C)c(NC(=S)NCCc2ccc(S(N)(=O)=O)cc2)c1	-1%	1%	11%	-7%	17%	1%	-9%	-1%	2
CC(C)=NNc1nc2sc3c(c2c(=O)[nH]1)CC(C)(C)OC3	-21%	-9%	-3%	?	-3%	8%	12µM*	6%	0
O=c1cc2c(=O)oc3cc(O)c(O)oc3c2c(O)c1O	1%	-1%	?	0%	?	8%	0%	-15%	7
O=C1N/C(=N\c2ccccn2)SC1Cc1ccc(Cl)cc1 (stereo not drawn)	-15%	-21%	9%	-14%	4%	20%	?	-14%	8
COc1ccccc1CNC(=O)C(=O)NCC1OCCN1C(=O)c1cccs1 (stereo not drawn)	8%	-1%	-35%[57.1 µM]	-8%	?	9%	-5%	11%	-11
COc1ccccc1OCCC(=O)Nc1cccc(S(=O)(=O)N2CCOCC2)c1	9%	nt	-7%	-14%	-12%	-5%	9%	3%	-3
COc1ccc(/C(O)=C2/C(=O)C(=O)N(CCN(C)C)C2c2cccnc2)cc1C (stereo not drawn)	-5%	-22%	-7%	-15%	-2%	0%	-13%	21%	-3
Cn1c(=O)c2c(nc(NCc3ccccc3)n2CC(N)=O)n(C)c1=O	-1%	nt	-4%	-8%	-8%	15%	13%	2%	0
CC(C)(C)[C@@H]1C=C(C(=O)O)O[C@H](OCCCCO)C1	11%	6%	4%	-42%[inhibitor]	-5%	0%	16%	17%	20
C/C(=N\NC(=O)Cc1cccc2ccccc12)c1ccncc1	-3%	-2%	-12%[57.1 µM]	?	?	-15%	?	-3%	-10
CCOC(=O)c1nnn2c1nc(N1CCCCC1)c1ccccc12	1%	-30%	-12%	-40%[inhibitor]	?	15%	16%	8%	nt
O=C(Cc1ccc(Cl)cc1)Nc1ccncc1	?	-19%	-6%	-11%	-18%	-26%	6%	-9%	2
CCN(CC(=O)NCc1ccc(F)cc1)CC(=O)Nc1ccccc1-c1ccccc1	-3%	-16%	-3%	3%	?	1%	?	0%	-4
CCNC(=O)CC1C(=O)N(c2ccc(F)cc2)C(=O)N1CCc1ccc(OC)cc1 (stereo not drawn)	0%	6%	2%	-1%	?	0%	0%	29%	2
CC1=NN(c2ccccc2)C(=O)/C1=C/C=C/c1ccc(N(C)C)cc1	-2%	nt	-9%	-6%	-13%	-4%	28%	-8%	-3
CC1CCCN(S(=O)(=O)c2ccc3[nH]c(=O)cc(C(=O)NCCCN4CCCCCC4)c3c2)C1 (stereo not drawn)	6%	nt	10%	nt	-4%	4%	nt	1%	9

(list continues)
SMILES	HT1080 IDH1KD tx	ATXN2 expr inh	WRN helicase inh	SW480 rerep	KB-V1 MDR tox	KB-3-1 tox	MCF10A rereplic	HT1080-NT tox	IL1B secr inh
C[C@@H]1CN([C@H](C)CO)C(=O)CCCn2cc(nn2)CO[C@H]1CN(C)C(=O)NC1CCCCC1	5%	13%	-3%	nt	-5%	-1%	nt	1%	17
COc1ccc(CN2C(=O)CSCC2(C)C(=O)NCc2ccccc2)cc1 (stereo not drawn)	0%	nt	3%	nt	-31%	-1%	nt	7%	?
Cc1cc(C)nc(SCc2nnc(SCC(=O)Nc3ccccc3C)n2Cc2ccco2)n1	0%	1%	-16%	13%	0%	23%	9%	6%	0
Cn1c(=O)[nH]c2c(c(C(=O)O)nn2C)c1=O	15%	15%	-15%	-4%	27%	2%	1%	17%	-11
CCOC(=O)CSc1nnc(-c2cccnc2)n1C	13%	24%	-3%	2%	23%	-2%	-1%	6%	31
NC(=O)Nc1ccc(C(=O)OCC(=O)NC2CCCCC2)cc1	9%	nt	-2%	-27%	13%	4%	-5%	4%	8
CC1CN(CCCCOc2ccc3ccccc3c2)CC(C)O1 (stereo not drawn)	-6%	-8%	-7%	3%	0%	0%	?	0%	22
O=S1(=O)CC/C(=N/Nc2ccc(C(F)(F)F)cn2)c2cc(F)ccc21	-7%	-37%	-30%	?	?	11%	?	-3%	?
CCNC(=O)/C(C#N)=C/c1c(N2CCN(Cc3ccc4c(c3)OCO4)CC2)nc2c(C)cccn2c1=O	-2%	5%	-13%	-24%	-21%	3%	-3%	14%	0
COc1cc2c(cc1OC)CN(C(=O)C1(c3ccccc3)CC1)CC2	-4%	-1%	5%	0%	-11%	9%	11%	-5%	-27
COC(=O)c1ccc(NC(=O)Cn2nnc3ccccc32)cc1	-5%	65%[activator]	-30%[57.1 µM]	-6%	?	-5%	-2%	1%	2
Cn1ccnc1C(O)c1ccccc1 (stereo not drawn)	-14%	-30%	-1%	1%	-18%	-7%	0%	-1%	-7
COc1ccc(C2=NN(C(=O)c3ccncc3)C(c3ccccc3O)C2)cc1 (stereo not drawn)	-1%	-3%	-6%	-4%	-9%	3%	8%	-20%	29
CC(=O)c1c(C)[nH]c(C(=O)OCC(=O)NCCC2=CCCCC2)c1C	-26%	-19%	-31%	2%	?	?	8%	-11%	6
Cc1ccc(NC(=O)CN2C(=O)S/C(=C\c3ccc(-c4cccc(C(=O)O)c4C)o3)C2=O)cc1C	-12%	-26%	?	?	4%	16%	13µM*	?	16
Cc1cc(C(=O)NCC2CCCCC2)ccc1[N+](=O)[O-]	-16%	36%	-4%	-11%	-2%	-5%	9%	-3%	-1
FC(F)(F)c1ccc(CN2CCN(Cc3ccco3)CC2)cc1	0%	nt	17%	-3%	-2%	2%	2%	7%	-10
O=S(=O)(NCCOc1cccc2cccnc12)c1ccc(F)cc1	7%	-10%	-14%	1%	0%	-3%	10µM*	6%	-1
O=C(COC(=O)c1c2c(nc3ccccc13)/C(=C\c1cccs1)CCC2)Nc1ccccc1	-28%	-23%	-11%	13µM*	2.3µM*	12µM*	?	-12%	-55*
COC(=O)c1ccccc1NC(=S)N(Cc1ccc2c(c1)OCO2)Cc1cc2cccc(C)c2[nH]c1=O	13%	0%	-2%[57.1 µM]	?	-5%	3%	-1%	4%	28
O=C(N/N=C/c1c[nH]c2ccccc12)c1ccn[nH]1	-1%	-10%	-8%	-59%[inhibitor]	16%	-3%	0.58µM*	4%	32
O=C(OCC#CCSc1nnc(-c2cccc3ccccc23)o1)c1cccc2[nH]ccc12	nt	71%[activator]	nt	16%	-19%	-15%	-5%	nt	nt
CC(C)C[C@@H](CN1CCC[C@@H]1CN1C(=S)NC[C@@H]1Cc1ccc(O)cc1)N1C[C@H](Cc2ccc(O)cc2)N(CC2CCCCC2)C1=S	?	?	-8%	nt	?	?	nt	23µM*	-80*
COCCNC(=O)CCCn1c(=O)c2ccccc2n(CC(=O)NCCC2=CCCCC2)c1=O	14%	0%	-1%	-6%	?	11%	-8%	10%	19
CC(/C=N/Nc1ccc2nncn2n1)=C\c1ccccc1	-5%	0%	-4%[11.6 µM]	-18%	15%	1%	12%	-2%	4

The list continues.
SMILES	HT1080 IDH1KD tx	ATXN2 expr inh	WRN helicase inh	SW480 rerep	KB-V1 MDR tox	KB-3-1 tox	MCF10A rereplic	HT1080-NT tox	IL1B secr inh
COc1ccc(CNC(=O)CS(=O)CC(=O)O)cc1OC (stereo not drawn)	10%	1%	-3%	-8%	12%	17%	-2%	14%	15
O=C(CN1CCSCC1)N/N=C/c1ccccc1F	15%	-3%	7%	0%	-23%	-13%	3%	11%	-6
N=C1C(c2ccccc2)=C(O)CN1c1ccc2c(c1)OCO2	20%	6%	0%	2%	-5%	1%	16µM*	4%	0
Cc1nc2ccccc2nc1N1CCCCC1	-2%	1%	1%	-2%	4%	-1%	1%	-10%	23
CSc1ccc(/C=N/n2c(C)nnc2C)cc1	5%	10%	-3%	-9%	1%	-10%	-3%	-10%	-8
CCOC(=O)c1cnn(-c2c(Cc3ccccc3)c(C)nc3c(-c4ccccc4)c(C)nn23)c1N	-20%	-10%	-5%	6%	-34%	2%	11%	-16%	0
